Assay outcomes (PubChem)
M1 antag = blocks the rat M1 muscarinic receptor response to acetylcholine; P08482; CHO-M1 cells, Fluo-4 calcium, ACh EC80 antagonist mode; active compounds read low; B-score at 10 µM; 64,000 compounds, 3.4% hits;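 active means calcium fluorescence response, raw or row-and-column corrected B-score, differing from the plate sample mean either way at a set confidence level, mostly lower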
Target sequence (P08482 whole entry, looked up): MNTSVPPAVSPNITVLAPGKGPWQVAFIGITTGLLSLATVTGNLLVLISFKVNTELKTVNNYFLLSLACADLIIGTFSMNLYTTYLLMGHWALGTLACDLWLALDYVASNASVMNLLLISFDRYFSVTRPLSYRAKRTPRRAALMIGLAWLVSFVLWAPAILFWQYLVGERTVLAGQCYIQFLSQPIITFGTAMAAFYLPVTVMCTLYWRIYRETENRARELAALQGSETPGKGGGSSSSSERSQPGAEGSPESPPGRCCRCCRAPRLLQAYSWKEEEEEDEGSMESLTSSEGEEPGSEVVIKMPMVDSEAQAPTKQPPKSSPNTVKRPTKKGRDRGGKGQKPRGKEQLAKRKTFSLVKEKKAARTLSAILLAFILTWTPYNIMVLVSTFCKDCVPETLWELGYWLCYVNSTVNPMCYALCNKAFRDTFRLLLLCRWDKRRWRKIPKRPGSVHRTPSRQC
D1 mod = allosterically modulates the human D1 dopamine receptor; P21728; AID 641; HEK293 D1, CRE-luciferase, dopamine EC30 potentiation; actives deviate in either direction; B-score at 10 µM; 58,000 compounds, 5.9% hits;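 active means luminescence count or its row- and column-corrected plate score outside the 99.7% band of the plate's sample wells, on either side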
Jurkat viability = reduces viability or proliferation of Jurkat cells | Jurkat E6.1 viability, ATP luminescence, 48 h | inhibition, % at 4 µM | 56,000 compounds, 1.2% hits | AID 463;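 active means inhibition above the mean inhibition of all tested compounds plus 3 SD, cut at about 28% in these data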
M1 agonist = agonists of M1 muscarinic receptor; CHO-M1 cells, Fluo-4 calcium fluorescence, agonist mode; active compounds read high; B-score at 10 µM; 64,000 compounds, 3% hits;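 active means fluorescence rise, raw or as B-score row- and column-corrected plate score, outside the 99.7% band of its plate's samples, either direction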
tolC growth inh = E. coli tolC mutant growth inhibition; E. coli BW25113 tolC mutant growth, OD615; 65,000 compounds, 2.2% hits; AID 573; growth inhibition, % at 10 µM (by protocol);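 active means growth inhibition at or above a cutoff equal to the mean over every tested compound plus 3 SD, cut at about 60% in these data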;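 further: growth measured after 20 h incubation at 37 °C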
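Signal: optical density read at 615 nm; Assay system: E. coli ΔtolC::kan strain BW25113; Times: 20 h incubation with compound, 37 °C; Dosing: 10 µM final, single dose.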
NADH coupling = inhibitors of enzymes used to reach an NAD/NADH endpoint. 65,000 compounds, 0.02% hits. coupled PK/LDH NADH assays, four targets. IC50, µM (titrated, usually from 10 µM), inactives show top-dose inhibition;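 active means single-dose screening hits from any of four coupled enzyme assays that gave an IC50 when retested across doses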;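 further: the DPM-DC format reads NADH fluorescence rather than 340 nm absorbance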
HEK293 NFkB inh = lowers PMA/ionomycin-induced NF-kB signal in HEK293 cells | HEK-293 NF-kB luciferase reporter, luminescence | AID 465 | inhibition, % at 3 µM | 62,000 compounds, 0.21% hits;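 active means inhibition above the mean of all tested compounds plus 3 SD, cut at about 40% in these data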;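 further: 0% = stimulated DMSO wells and 100% = 10 µM reference inhibitor 5653914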
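Reagent: PMA plus ionomycin mix as NF-kB-activating stimulus. Assay system: NF-kB luciferase reporter HEK-293 cells. Technique: luminescence from luciferase substrate reagent. Incubation: 1 h compound pre-incubation, 16 h PMA/ionomycin at 37 °C. Benchmarks: DMSO only as uninhibited control, 10 µM reference inhibitor as full inhibition. Repeats: tested once.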
SF1 activator = activators of human nuclear receptor SF-1 | activation, % at 10 µM | CHO-K1 Gal4-SF-1 LBD luciferase reporter; % increase over DMSO SF-1-specific signal | 65,000 compounds, 1.9% hits;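 active means activation above the mean activation of all tested compounds plus 3 SD, cut at about 50% in these data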
Target sequence (Q13285 whole entry, looked up, the tested form may be a part): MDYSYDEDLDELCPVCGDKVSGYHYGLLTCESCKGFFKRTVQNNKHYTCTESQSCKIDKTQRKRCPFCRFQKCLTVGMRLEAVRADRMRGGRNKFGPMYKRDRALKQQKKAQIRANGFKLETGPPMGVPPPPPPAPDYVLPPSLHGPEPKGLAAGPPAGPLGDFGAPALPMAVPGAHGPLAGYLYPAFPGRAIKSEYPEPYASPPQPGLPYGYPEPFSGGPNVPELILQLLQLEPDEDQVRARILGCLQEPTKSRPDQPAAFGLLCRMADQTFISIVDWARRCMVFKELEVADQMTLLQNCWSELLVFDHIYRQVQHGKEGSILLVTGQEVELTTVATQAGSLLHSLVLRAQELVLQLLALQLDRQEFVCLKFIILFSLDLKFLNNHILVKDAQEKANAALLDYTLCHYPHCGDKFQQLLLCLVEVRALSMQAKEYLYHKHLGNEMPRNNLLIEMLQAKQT
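Test system: CHO-K1 cells co-transfected with Gal4 DBD–human SF-1 LBD, 5xGal4 luciferase reporter. Quantity: 4,000 cells per well. Compound: 10 µM only. Incubation: compound added 1 h post-seeding, 20 h exposure at 37 °C, 5% CO2. Detection: SteadyLite luciferase luminescence. Replication: one test per compound.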
TNAP act mid DEA = activators of human TNAP at intermediate phosphate acceptor; purified TNAP, CDP-star luminescence, 100 mM DEA, 30 min; active compounds read high; scale: 0 levamisole-inhibited, 1 vehicle-only enzyme; P05186; activation factor at 20 µM; 64,000 tested, under 10 active; AID 813;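 active means activation factor of at least 2 at 20 µM, relative to controls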
* hit, by the source's call; . = no result given.

Each structure is followed by: M1 antag, D1 mod, Jurkat viability, M1 agonist, tolC growth inh, NADH coupling, HEK293 NFkB inh, SF1 activator, TNAP act mid DEA
COc1cc(NC(=O)c2ccccc2)cc(OC)c1
    0.49, -1.2, -3, -0.041, 6, 4%, 0, 13, 0.9
Cc1ccc(C)c(Cn2c(=O)n(CCCC(=O)NCc3ccco3)c(=O)c3ccccc32)c1
    0.25, 0.61, -7, -0.42, -18, 6%, 11, 22, 1
Cc1ccc(-n2c(C)cc(C(=O)CSc3nnnn3C)c2C)cc1
    -1.8*, ., 11, -0.19, 24, 8%, -32, 33, 1
CC1CN(Cc2nc3c(c(=O)[nH]c(=O)n3C)n2CC(N)=O)CC(C)O1 (configuration not stated)
    0.38, -0.12, -5, 0.44, -13, 3%, 20, -5, 0.8
Cc1ccc(Cn2c(C(=O)NCCCN3CCOCC3)cc3sccc32)cc1
    -3.2*, -0.34, 4, -0.57, 6, 3%, 8, 12, 1
O=c1c2cccc3c2c(nn1CN1CCOCC1)-c1ccccc1-3
    0.39, 5.3*, -4, 2.3, 80*, 12%, -1, -4, 0.9
CN1C(=S)SC(C)(C)C1(C)NO (configuration not stated)
    -0.048, 0.0031, 15, -0.08, -17, 6%, 14, 6, 1
CCS(=O)(=O)N1CCN(C(=O)c2cccnc2)CC1
    ., -0.7, ., ., -5, 7%, ., ., 1
Cn1cccc1Cc1nnc(SCC(=O)NCc2ccc(F)cc2)n1-c1ccc(F)cc1
    0.36, 0.17, 2, -0.68, 10, 10%, 11, 22, 1
CCOc1ccc(S(=O)(=O)N2Cc3ccccc3CC2C(=O)NCCCn2ccnc2)cc1 (configuration not stated)
    -1.2, 0.081, 5, 0.71, 6, 2%, 11, 5, 1
Cc1nc2sc(C(c3ccccc3)N3CC(C)OC(C)C3)c(O)n2n1 (configuration not stated)
    0.62, -0.0048, -4, 0.73, -12, 7%, 15, 1, 0.9
COc1ccc(CCN2CCCn3c2nc2c3c(=O)n(Cc3ccccc3F)c(=O)n2C)cc1OC
    0.37, 6.3*, 8, 0.55, -5, 0%, 6, 10, 1
Cc1ccc(S(=O)(=O)N2CCN(C(=O)c3ccc(OCc4c(C)noc4C)cc3)CC2)cc1
    0.53, -0.94, 14, -0.84, -7, 7%, 14, 12, 0.9
COc1cccc(N2CCN(CC(=O)c3c[nH]c4ccc(OC)cc34)CC2C)c1 (configuration not stated)
    0.48, -0.099, 1, -1, 36, 3%, 25, -1, 0.9
CCCCCc1nc2ccccc2c(=O)n1N
    0.84, 0.67, 8, -0.046, 6, 0%, -1, -13, 0.9
Cc1ccc(S(=O)(=O)N2Cc3ccccc3CC2C(=O)Nc2cc(C)on2)cc1 (configuration not stated)
    -0.17, ., 4, 0.76, 13, 4%, 2, 5, 0.9
CCN(CC)CCCNC(=O)CC1Sc2ccccc2NC1=O (configuration not stated)
    -0.69, -0.29, 6, 0.36, -12, 7%, 7, 8, 0.9
COc1ccc(S(=O)(=O)NCCSc2ccc(C)cc2)cc1OC
    -1.2, 2.4, -1, 2.5, 6, 6%, 4, -9, 1
COc1ccc(-c2noc(Cc3ccc(Cl)cc3)n2)cc1OC
    -0.29, ., ., 0.57, 63*, 4%, ., ., 0.9
COC(=O)C(CC(C)C)Oc1ccc2c(C)cc(=O)oc2c1 (configuration not stated)
    0.36, -1.1, ., -0.53, 11, 7%, 6, -2, 0.9
C=CCn1c(Cc2ccc(OC(C)C)c(Cl)c2)nnc1SCC(N)=O
    0.38, 1, -1, -0.55, 8, 3%, 7, 17, 0.9
CCOC(=O)N1CCN(CC(O)c2ccc3cc[nH]c3c2)CC1 (configuration not stated)
    0.0042, -0.8, -3, -1.5, 5, 2%, 4, -6, 1
Cn1c(C(=O)N2CCC(C(N)=O)CC2)cc2c(=O)n(C)c3ccccc3c21
    -0.06, -0.28, -3, -0.39, -6, 6%, 24, -9, 0.9
O=C(CCN1C(=O)c2ccccc2S1(=O)=O)N1CCN(c2ccccc2)CC1
    -0.35, -1.1, -2, 1.2, -2, 7%, 18, -1, 1
Cc1cc(=O)oc(C)c1C(=O)Nc1cccc2nonc12
    0.24, -0.71, ., 0.036, 4, 9%, ., 2, 0.9
CCOCCN(C=O)c1cccc(OC)c1
    0.0078, -0.31, 3, 0.72, -14, 3%, 6, 11, 1
O=C(CC1CCCCC1)NCC1CCCO1 (configuration not stated)
    0.11, 0.096, -13, -1, -10, 5%, 18, 2, 0.9
O=C(O)CCN(CCC(=O)O)c1nnc(SCc2ccccc2)s1
    0.62, 0.34, ., 0.72, 0, 3%, ., 10, 0.9
CCOc1ccc(OCC)c(NC(=O)CC2Oc3ccccc3NC2=O)c1 (configuration not stated)
    -1.4, 1.2, -7, 1.1, 12, 3%, 5, -2, 1
CCN(CC)c1ccc(NC(=O)C(C)C)cc1
    0.0062, -0.22, -4, -0.5, -11, 4%, 6, 11, 1
O=C(Nc1ccc(N2CCOCC2)cc1)C1CCCN(S(=O)(=O)c2ccccc2)C1 (configuration not stated)
    -0.71, -0.12, 0, -0.45, 11, 4%, 25, 9, 1
COc1ccc(C(CC(=O)O)NC(=O)COc2ccccc2)cc1OC (configuration not stated)
    -0.022, ., -6, 0.013, -16, 2%, 20, -13, 0.9
COc1ccc(NC(=O)CC2C(=O)N(c3ccc(OC)cc3)C(=O)N2CCN2CCN(C)CC2)cc1 (configuration not stated)
    0.64, 0.62, -3, -0.098, -14, 8%, -13, 12, 0.9
CN(C)CCNC(=O)Cn1nc(-c2ccc(Cl)cc2)ccc1=O
    0.044, -0.25, -4, -0.33, -11, 5%, 15, -9, 1
Cn1c(SCc2ccccc2)nnc1-c1ccc2c(c1)OCO2
    0, 0.25, 3, 0.28, 1, 3%, 10, 36, 1
CCC(C(=O)OC)n1cnc2c(nnn2-c2ccc(OC)cc2)c1=O (configuration not stated)
    0.31, 0.29, -4, 4.3*, -15, 14%, 9, -5, 0.9
COc1ccc(OC)c(C2N(c3ccc(Cl)cc3)C(=O)C3CCCN32)c1 (configuration not stated)
    -0.47, 0.99, -5, -0.59, -25, 4%, -1, -2, 1
O=C(NC1CCCCCC1)C1CC(=O)N(Cc2ccccc2)C1 (configuration not stated)
    0.034, 0.013, 9, 0.4, -6, 7%, 7, 12, 0.9
C=CCNS(=O)(=O)c1ccc2nsnc2c1
    0.83, -1, -5, 0.41, -10, 3%, 10, 16, 1
Cc1ccc2c(c1)NC(=O)C(CC(=O)NCCCN1CCN(C3CCCCC3)CC1)O2 (configuration not stated)
    -1.1, 0.11, -2, 1.2, -14, 4%, 12, 4, 0.9
Cc1nc(CNS(=O)(=O)c2ccc3c(c2)OCCO3)cs1
    -1.2, -0.01, 3, -1.8, -10, 2%, 0, -5, 0.9
CCOC(=O)CN1CC23C=CC(O2)C(C(=O)Nc2cc(OC)ccc2OC)C3C1=O (configuration not stated)
    -1.1, 0.36, 4, -0.82, 0, 2%, 11, -6, 1
O/N=C1/CCc2cccc3cccc1c23
    0.031, 0.053, 0, 0.17, 28, 5%, 18, 0, 0.8
O=C(O)C1C2C=CC(O2)C1C(=O)NCc1ccc2c(c1)OCO2 (configuration not stated)
    1, 0.98, 1, -0.14, -2, 4%, 17, -1, 0.9
CCN1CCN(CCCNC(=O)C2CCCN(c3nnc(-n4cccc4)s3)C2)CC1 (configuration not stated)
    -0.49, 1.1, -4, 0.46, -8, 9%, 5, 6, 1
CCN(CC(=O)Nc1ccc2c(c1)OCCO2)C(=O)c1cccc(S(=O)(=O)N2CCOCC2)c1
    0.22, 3*, -4, -0.12, -4, 9%, 16, -3, .
CCOC(=O)c1cnn(-c2cc(C)c3ccccc3n2)c1N
    0.53, 1, 10, -0.31, -7, 6%, 17, 18, 0.9
CCC1Oc2ccc(C)cc2N(CC(=O)NCCCN2CCN(Cc3ccccc3)CC2)C1=O (configuration not stated)
    -0.68, 0.28, -4, -0.31, -15, 6%, 15, -10, 1
Cc1occc1-c1nnc(SCC(=O)Nc2ccccc2)n1C(C)c1ccccc1 (configuration not stated)
    -0.42, -0.87, -1, 0.96, 19, 3%, 11, 6, 1
Cc1c(NC(=O)c2ccco2)cccc1-c1nc2cccnc2s1
    0.62, 0.92, 2, 2.2, -2, 5%, 6, 2, 0.9
COCc1[nH]nc2c1C(c1ccccc1Cl)C(C#N)=C(N)O2 (configuration not stated)
    0.045, ., ., 1.5*, -9, 3%, 9, -7, 0.9
CCOc1ccccc1N=C1NC(=O)CS1
    0.27, -0.068, 0, 0.3, -23, 4%, 15, 6, .
c1ccc(Cn2c(Nn3cnnc3)nc3ccccc32)cc1
    0.12, -0.032, -2, -1.5, 14, 2%, -10, 5, 1
CC(C)(CNCC(O)c1ccccc1)N1CCOCC1 (configuration not stated)
    0.48, 0.15, 0, -1.8, -13, 6%, 7, 13, 0.9
O=C(CCC(=O)N1CCc2ccccc2C1)N1CCN(S(=O)(=O)c2ccccc2)CC1
    -0.58, -0.4, 6, 0.61, -4, 1%, 12, -13, 0.9
CCC(C)(C)n1nnnc1C(c1cc2cccc(C)c2[nH]c1=O)N1CCCC1 (configuration not stated)
    0.22, -2.1, -7, -1.4, -17, 7%, 6, -6, 0.9
COc1ccc(-c2nc3n(n2)C(=O)CC(c2ccco2)S3)cc1 (configuration not stated)
    0.65, ., ., -0.2, 12, 3%, ., 6, 0.4

9 compounds out of the list, ordered by count of non-hydrogen atoms, rising.
Each structure is followed by: M1 antag, D1 mod, Jurkat viability, M1 agonist, tolC growth inh, NADH coupling, HEK293 NFkB inh, SF1 activator, TNAP act mid DEA
CCOc1ccccc1N=C1NC(=O)CS1
    0.27, -0.068, 0, 0.3, -23, 4%, 15, 6, .
CC(C)(CNCC(O)c1ccccc1)N1CCOCC1 (configuration not stated)
    0.48, 0.15, 0, -1.8, -13, 6%, 7, 13, 0.9
CCOC(=O)c1cnn(-c2cc(C)c3ccccc3n2)c1N
    0.53, 1, 10, -0.31, -7, 6%, 17, 18, 0.9
COc1ccc(-c2nc3n(n2)C(=O)CC(c2ccco2)S3)cc1 (configuration not stated)
    0.65, ., ., -0.2, 12, 3%, ., 6, 0.4
Cc1c(NC(=O)c2ccco2)cccc1-c1nc2cccnc2s1
    0.62, 0.92, 2, 2.2, -2, 5%, 6, 2, 0.9
CCC(C)(C)n1nnnc1C(c1cc2cccc(C)c2[nH]c1=O)N1CCCC1 (configuration not stated)
    0.22, -2.1, -7, -1.4, -17, 7%, 6, -6, 0.9
CCN1CCN(CCCNC(=O)C2CCCN(c3nnc(-n4cccc4)s3)C2)CC1 (configuration not stated)
    -0.49, 1.1, -4, 0.46, -8, 9%, 5, 6, 1
O=C(CCC(=O)N1CCc2ccccc2C1)N1CCN(S(=O)(=O)c2ccccc2)CC1
    -0.58, -0.4, 6, 0.61, -4, 1%, 12, -13, 0.9
CCN(CC(=O)Nc1ccc2c(c1)OCCO2)C(=O)c1cccc(S(=O)(=O)N2CCOCC2)c1
    0.22, 3*, -4, -0.12, -4, 9%, 16, -3, .

One compound at a time, as listed above.
Cc1occc1-c1nnc(SCC(=O)Nc2ccccc2)n1C(C)c1ccccc1 (configuration not stated) is listed with M1 antag: -0.42; D1 mod: -0.87; Jurkat viability: -1; M1 agonist: 0.96; tolC growth inh: 19; NADH coupling: 3%; HEK293 NFkB inh: 11; SF1 activator: 6; TNAP act mid DEA: 1
CCOC(=O)c1cnn(-c2cc(C)c3ccccc3n2)c1N is listed with M1 antag: 0.53; D1 mod: 1; Jurkat viability: 10; M1 agonist: -0.31; tolC growth inh: -7; NADH coupling: 6%; HEK293 NFkB inh: 17; SF1 activator: 18; TNAP act mid DEA: 0.9
